# High-throughput results (PubChem BioAssay)
# TSHR antagonist: blocks TSH signaling through the human TSH receptor; P16473; TSHR-expressing cells, TSH-stimulated cAMP HTRF, 2 h; stronger effect = lower value; activity change, negative = inhibition, % at 11.5 µM; actives 0.2% (n = 330,000);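 active means activity change below a set negative limit, meaning inhibition stronger than a set level, cut at about -70% in these data; inconclusive means activity change between two set negative limits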; further: on the % scale 0 is the no-effect control and ±100 the full control effect
#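 Inhibition of cAMP made by TSHR-expressing cells under TSH stimulation (4nM final, EC80; 2 h, 37 deg C) is quantified with a one-step lysis HTRF kit, anti-cAMP cryptate versus cAMP-d2.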
# Eya2 inh: blocks the phosphatase activity of human Eya2; O00167; Potency, µM (series often up to 76.9 µM), without a hit: top-dose activity, negative = inhibition, actives largely listed as inhibitors; AID 488837; recombinant Eya2, OMFP fluorescence dephosphorylation (OMFP is methylfluorescein phosphate); actives 0.006% (n = 330,000); further: potency means the concentration at half of the fitted maximal effect; on the % scale 0 is the no-effect control and ±100 the full control effect
#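 Eya2 protein (added as 0.2 uM solution) was preincubated with compound for 10 min at ambient temperature in 50 mM HEPES pH 7.5, 50 mM NaCl, 5 uM MgCl2, 0.05% BSA, 1 mM DTT. OMFP (added at 50 uM) then reacted 10 min; fluorescence read at 485/525 nm.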
# Mito fusion act: inhibitors of mitochondrial division or activators of mitochondrial fusion | S. cerevisiae fusion-defective mutant growth rescue, CellTiterGlo 48 h | Potency, µM (highest dose often 46.1 µM), for inactives: at the top dose growth rescue (activation), actives largely listed as activators | actives 0.23% (n = 320,000) | AID 485298;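 further: potency means the concentration at half of the fitted maximal effect; % of control where 0% means no effect; nearly all actives have a fitted effect of over 45% in size; temperature-sensitive fusion mutants such as fzo1-1 at 37 °C on non-fermentable ethanol glycerol medium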
#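 Yeast fusion mutant, YPEG (non-fermentable carbon), compound, 48 h at 37C non-permissive; CellTiterGlo added, 10 min RT, luminescence read. Rescued growth = division inhibition.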
# TCR activator: activators of T cell receptors; Potency, µM (doses to about 9.22 µM), for inactives: at the highest dose activation of IL-2 secretion, actives largely listed as activators; 330,000 tested, under 10 active; primary human leukocytes, anti-CD3, IL-2 HTRF, 48 h; further: % of control where 0% means no effect
#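 Primary human leukocytes incubated 48 hr with anti-CD3 beads plus compound, without co-stimulation. Secreted IL-2 measured by HTRF (europium cryptate/d2 anti-IL-2 pair, 320 nm excitation, 665 nm emission).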
# a7 integrin act: activates integrin-mediated alleviation for muscular dystrophy; alpha7betagal myoblasts, beta-gal FDG fluorescence, 48 h; Potency, µM (titrated, usually from 38.3 µM), without a hit: at the highest dose activation, hits mostly activators; actives 0.064% (n = 350,000); AID 624291;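 further: potency means the concentration at half of the fitted maximal effect; 100% = response of the positive control SU9516; nearly all actives have a fitted effect of over 60% in size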
#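 Alpha7betagal+/- myoblasts (passage 13) were plated 16-24 hr, then exposed to compounds (1:260 dilution of DMSO stock) for 48 hours at 37C. After MPER lysis, β-galactosidase reporter activity was read as FDG fluorescence (ex 480/em 540) after 30 minutes.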
# Chronic BCR inh: blocks chronic active B-cell receptor signaling. ABC-DLBCL IkBa-CBG/CBR reporter, luminescence ratio, 4 h. Potency, µM (top dose mostly 46.1 µM), for the others: at the highest dose ratio change, negative = lower green/red ratio, most hits filed as inhibitors. actives 0.05% (n = 340,000). AID 493014; active means well fitted inhibition curve with a large enough effect in the signal ratio, with a control signal flat, not every such curve was filed as active; inconclusive means small, poorly fitted or top-dose-only effect, or effect the other way, or a change in a side signal; the % refers to the signal ratio;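 further: potency means the concentration at half of the fitted maximal effect; plate controls were basal doxycycline-induced cells for no effect and cells given 10 µM MG132 for full effect; MG132 reads +100%, hits lower the ratio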
#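 TMD8 human ABC-DLBCL cells with doxycycline-inducible IκBα–green luciferase fusion and unfused red luciferase, in 0.5% FBS medium; compounds up to 46 uM, 4 h at 37C. Green/red luminescence ratio, filter-overlap corrected, fitted to concentration-response curves.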
# A-T KAP1 phos: potential ataxia-telangiectasia treatments restoring KAP-1 phosphorylation. […] A-T fibroblasts, KAP-1 phosphorylation AlphaLISA; neocarzinostatin DNA damage 30 min before lysis. Potency, µM (series often up to 57.5 µM), without a hit: at the highest dose activation, actives largely listed as activators. actives 0.19% (n = 320,000). AID 485349; further: potency means the concentration at half of the fitted maximal effect; % of control where 0% means no effect; nearly all actives have a fitted effect of over 45% in size
#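 ATM-like activity read as KAP-1 phosphorylation via AlphaLISA donor/acceptor antibody pairs after lysis and 6 hr at 25C. Cells were ATM-null patient fibroblasts ([…], hTERT), dosed 60 min, then exposed to the DSB inducer NCS for 30 min.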
# TSG101-PTAP inh: blocks PTAP/TSG101 interaction to inhibit HIV-1 budding; Q99816; 340,000 tested, under 10 active; Fluorescence polarization, FITC-PTAP peptide / Tsg101 binding; AID 493005; Potency, µM (top dose mostly 115 µM), inactives show top-dose activity change, negative = inhibition, hits mostly inhibitors; active means well fitted inhibition curve with a large enough effect in the main read-out, with a control signal flat, not every such curve was filed as active; inconclusive means small, poorly fitted or top-dose-only effect, or effect the other way, or a change in a side signal; inactive means no such curve, though single readings can be large or run the other way; further: potency means the concentration at half of the fitted maximal effect; % of control where 0% means no effect
# Target sequence (Q99816 whole entry, looked up): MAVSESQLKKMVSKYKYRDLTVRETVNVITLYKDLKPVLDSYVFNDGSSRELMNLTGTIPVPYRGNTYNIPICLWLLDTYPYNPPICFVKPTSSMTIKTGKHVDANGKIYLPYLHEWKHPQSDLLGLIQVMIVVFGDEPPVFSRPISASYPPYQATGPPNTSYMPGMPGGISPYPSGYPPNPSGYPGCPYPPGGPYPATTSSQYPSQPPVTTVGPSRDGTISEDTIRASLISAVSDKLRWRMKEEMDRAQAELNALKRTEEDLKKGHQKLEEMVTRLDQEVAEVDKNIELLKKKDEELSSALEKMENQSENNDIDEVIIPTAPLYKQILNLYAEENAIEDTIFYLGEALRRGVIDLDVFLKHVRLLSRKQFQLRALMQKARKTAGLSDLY
#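 Fluorescence polarization binding of Tsg101 binding domain (10 uM final) to FITC-labeled PTAP peptide (50 nM final) in HEPES pH 7.5 buffer with NaCl, Tween 20, EDTA, TCEP. Compounds added before peptide; binding 20 min at RT.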
# ASM inhibitor: inhibitors of human secretory acid sphingomyelinase | P17405 | placental ASM, HMU-PC fluorogenic substrate, 60 min | Potency, µM (titrated, usually from 57.5 µM), for inactives: at the highest dose activity change, negative = inhibition, most hits filed as inhibitors | actives 0.006% (n = 340,000); further: potency means the concentration at half of the fitted maximal effect
#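 Steps: dispense placental human ASM, pin compound, wait 10 min at room temperature, add HMU-PC0 substrate at 9 uM final, incubate 60 min at 37 °C, add stop solution raising pH to 10, read fluorescence.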
# ELG1 DNA repair: inhibitors of ELG1-dependent DNA repair in HEK293T cells; HEK293T ELG1-luciferase reporter, luminescence, 16 h; DNA damage induced by 5-fluorouridine; actives 2.3% (n = 330,000); Potency, µM (highest dose often 46.1 µM), for inactives: at the top dose activity change, negative = inhibition, usual class: inhibitors; further: potency means the concentration at half of the fitted maximal effect; on the % scale 0 is the no-effect control and ±100 the full control effect; nearly all actives have a fitted effect of over 55% in size
#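 DMSO vehicle served as the neutral condition. Each well held 2,000 cells given 5-fluorouridine plus compound; after 16 hr at 37 °C/5% CO2, ONE-Glo was added and luciferase measured 30 min later.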
# Tb PFK inh: T. brucei PFK enzyme inhibition; T. brucei PFK, ADP-Glo luminescence; Potency, µM (series often up to 57.5 µM), inactives show top-dose activity, negative = inhibition, most hits filed as inhibitors; actives 0.17% (n = 330,000);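 further: potency means the concentration at half of the fitted maximal effect; 0% = uninhibited 1x PFK enzyme wells and -100% = no-enzyme wells; nearly all actives have a fitted effect of over 60% in size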
# Target sequence (O15648 whole entry, looked up): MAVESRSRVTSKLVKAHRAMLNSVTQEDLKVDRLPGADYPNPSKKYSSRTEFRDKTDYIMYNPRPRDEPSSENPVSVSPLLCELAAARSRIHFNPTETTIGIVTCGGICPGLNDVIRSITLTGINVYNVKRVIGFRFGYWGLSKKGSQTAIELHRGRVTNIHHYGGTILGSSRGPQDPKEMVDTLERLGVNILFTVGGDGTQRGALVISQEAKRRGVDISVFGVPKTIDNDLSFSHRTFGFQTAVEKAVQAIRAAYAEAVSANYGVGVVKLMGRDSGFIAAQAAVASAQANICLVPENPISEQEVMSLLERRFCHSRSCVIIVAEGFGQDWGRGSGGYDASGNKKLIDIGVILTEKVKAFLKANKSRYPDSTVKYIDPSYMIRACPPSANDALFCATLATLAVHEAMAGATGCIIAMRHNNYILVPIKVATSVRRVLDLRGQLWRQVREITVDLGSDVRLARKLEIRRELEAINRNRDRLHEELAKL
#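 Compounds were pin-transferred as a titration series up to 57 uM into substrate buffer (0.5 mM F6P, 0.1 mM ATP, pH 8.0), then 1.25 nM PFK was added and reactions ran 45 min before ADP-Glo detection.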
# * hit, by the source's call; ? = inconclusive; . = no result given; [ ] = another dose, or the depositor's remark. Unless noted, the call rests on the fitted dose curve; in most records, active means well fitted curve in the direction sought with a large enough effect; inconclusive means small, poorly fitted or top-dose-only effect, or another doubt; inactive means no such curve, though single readings can be large; an effect the other way counts as inactive or inconclusive.
SMILES,TSHR antagonist,Eya2 inh,Mito fusion act,TCR activator,a7 integrin act,Chronic BCR inh,A-T KAP1 phos,TSG101-PTAP inh,ASM inhibitor,ELG1 DNA repair,Tb PFK inh
CCOC(=O)Nc1ccc(S(=O)(=O)NC2CCCCC2)cc1,12,5%,7%,-3%,-11%,-4%,5%,0%,0%,-11%,5%
CC(=O)NC(CC(=O)OCC(=O)NCCc1ccccc1)c1ccccc1 (configuration not stated),16,3%,2%,-1%,-13%,0%,-7%,-1%,3%,?,3%
O=C(NC1CCSc2ccccc21)c1ccccc1F (configuration not stated),21,-7%,3%,1%,14%,10%,8%,-4%,-1%,?,-20%
NC(=O)CNC(=O)[C@@H]1CC2(CC(c3cccc([N+](=O)[O-])c3)=NO2)CN1C(=O)c1ccccc1 (some centres not stated),16,-6%,-3%,2%,20%,-1%,-4%,.,-1%,17%,1%
CCN(Cc1ccccc1)C(=O)CCS(=O)(=O)c1ccc2c(c1)NC(=O)CO2,1,0%,-6%,2%,8%,-1%,-2%,0%,0%,2%,1%
CCCCN1C(=O)c2ccc(C(=O)Nc3c(N)n(CCCC)c(=O)n(C)c3=O)cc2C1=O,-11,-6%,-3%,-5%,12%,2%,0%,-3%,1%,-11%,-5%
O=C(NCC(=O)N(CCN1CCOCC1)C(C(=O)NC1CCCC1)c1ccccc1)c1cccs1 (configuration not stated),0,0%,-3%,-2%,-17%,9%,2%,-2%,8%,5%,0%
c1ccc2c(c1)nc(N1CCN(C3CCCCC3)CC1)c1nnnn12,-5,-4%,-5%,.,.,?,12%,.,.,17%,-4%
C=CCOc1cccc(C2/C(=C(/O)c3ccc(C)cc3)C(=O)C(=O)N2CCN2CCOCC2)c1 (configuration not stated),9,-6%,-1%,-4%,11%,?,-2%,-8%,1%,12%,-4%
COc1ccc(CNC(N)=O)cc1OC,5,5%,0%,0%,11%,-15%,.,0%,-1%,15%,-1%
NC(=O)c1nsc(C(=O)N(c2ccc3c(c2)OCO3)C(C(=O)NCC2CCCO2)c2ccc(F)cc2)c1N (configuration not stated),-1,4%,0%,-3%,-485%[inhibitor],-8%,-3%,-4%,109%[activator],10%,-5%
CCN(C(=O)COC(=O)CCc1ccccc1)c1ccccc1,-23,-1%,19%,-3%,-17%,-4%,0%,-1%,8%,19%,-17%
O=C(OCc1cn(-c2ccc(Cl)cc2)nn1)c1ccccc1,6,3%,-1%,-3%,5%,1%,1%,-5%,-5%,-3%,0%
Cc1ccc(C)c(NC(=O)CN(C)C(=O)CSCc2c(C)noc2C)c1,-10,-2%,-3%,1%,4%,7%,3%,-1%,9%,1%,-7%
Cc1cccc(OCc2nnc(SCC(=O)Nc3cccc(C(=O)N4CCOCC4)c3)o2)c1C,11,-17%,1%,0%[46.1 µM],-12%,-4%,4%,0%,.,-2%,-7%
COc1ccc(CNc2nc3c(c(=O)[nH]c(=O)n3C)n2Cc2ccccc2C)cc1,-1,10%,1%,-2%,-27%,-3%,1%,-2%,-10%,10%,-3%
CCOC(=O)c1cc(/C(C)=N/OC(=O)c2ccc(Cl)cc2)on1,6,12%,0%,8%,5%,6%,1%,0%,-4%,-3%,0%
CCC(=O)Nc1c2c(nn1-c1cccc(Cl)c1)CSC2,3,-4%,0%,2%,-2%,-1%,-8%,0%,8%,-1%,2%
CCOC(=O)C(C)(C)NS(=O)(=O)c1ccc(Cl)c([N+](=O)[O-])c1,4,-10%,0%,1%[46.1 µM],-47%[inhibitor],1%,-5%,-1%,3%,7%,0%
COc1ccc(CN2CCN(Cc3cc4ccccc4o3)CC2CCO)cc1C (configuration not stated),19,6%,-6%,0%,-13%,-1%,-1%,-3%,-1%,-23%,0%

# Quoted from the entries so far for reference:
SMILES,TSHR antagonist,Eya2 inh,Mito fusion act,TCR activator,a7 integrin act,Chronic BCR inh,A-T KAP1 phos,TSG101-PTAP inh,ASM inhibitor,ELG1 DNA repair,Tb PFK inh
CCC(=O)Nc1c2c(nn1-c1cccc(Cl)c1)CSC2,3,-4%,0%,2%,-2%,-1%,-8%,0%,8%,-1%,2%
CCOC(=O)C(C)(C)NS(=O)(=O)c1ccc(Cl)c([N+](=O)[O-])c1,4,-10%,0%,1%[46.1 µM],-47%[inhibitor],1%,-5%,-1%,3%,7%,0%
COc1ccc(CN2CCN(Cc3cc4ccccc4o3)CC2CCO)cc1C (configuration not stated),19,6%,-6%,0%,-13%,-1%,-1%,-3%,-1%,-23%,0%

# Following part
SMILES,TSHR antagonist,Eya2 inh,Mito fusion act,TCR activator,a7 integrin act,Chronic BCR inh,A-T KAP1 phos,TSG101-PTAP inh,ASM inhibitor,ELG1 DNA repair,Tb PFK inh
O=C(/C=C/c1ccco1)Nc1ccccc1N1CCCCC1,3,-7%,10%,2%,3%,?,7%,-2%,0%,-23%,-1%
CCc1noc(C)c1C(=O)NNC(=O)c1nn(CC)c(=O)c2ccccc12,-3,-22%,-2%,0%,-1%,0%,-11%,0%,-3%,4%,0%
Nc1nc(C23CC4CC(CC(Cl)(C4)C2)C3)cs1,8,0%,-3%,7%,-20%,?,25%,-5%,-2%,10%,0%
CN(CC(=O)Nc1cccc(F)c1)C(=O)CN1C(=O)NC2(CCCC2)C1=O,5,7%,-1%,-1%,3%,0%,-15%,-1%,2%,12%,1%
Nc1nc(Nc2cccc(F)c2)nc(NCc2ccco2)c1[N+](=O)[O-],5,-8%,2%,-5%,0%,-8%,12%,-4%,-17%,0%,-1%
Cc1cc(C(F)(F)F)c2c(n1)sc1c(O)cc(=O)[nH]c12,-20,14%,1%,0%,-5%,3%,-4%,-3%,6%,6%,1%
CN(C)CCN(C(=O)c1ccc(N2C(=O)CCC2=O)cc1)c1nc2cc3c(cc2s1)OCO3,-13,-1%,-2%,1%,-18%,?,0%,-4%,-1%,-12%,-6%
CCCCC[C@H](O)/C=C/[C@@H]1[C@@H](C/C=C\CCCC(=O)O)[C@H]2CO[C@@H]1C2,3,3%,-2%,-17%,.,?,5%,1%,0%,-2%,-18%
COc1ccc(-c2csc(Nc3ncccc3C)n2)cc1OC,10,-6%,-3%,2%,-11%,?,1%,1%,-8%,?,16%
CC(C)(C)c1ccc(C(=O)c2c[nH]c(C(=O)NCC3CCCO3)c2)cc1 (configuration not stated),-10,19%,4%,0%,-21%,-2%,4%,1%,-1%,4%,-3%
COc1ccc(C(=O)N/N=C2\SCC(=O)N2Cc2ccc3c(c2)OCO3)c(OC)c1,3,-11%,-7%,-2%[46.1 µM],6%,-26%,10%,0%,-1%,17%,3%
COc1ccc(CCNC(=O)c2nnn(CC(=O)Nc3c(C)cc(C)cc3C)c2N)cc1OC,11,-13%,6%,-6%,2%,-1%,-7%,-4%,-1%,14%,4%
CC1=CC(=O)CC(C)(C)[C@@]1(O)/C=C/[C@@H](C)O[C@@H]1O[C@H](CO)[C@@H](O)[C@H](O)[C@H]1O,4,2%,.,0%,5%,2%,4%,0%,8%,2%,-7%

# Given field by field: entries from further up.
> O=C(/C=C/c1ccco1)Nc1ccccc1N1CCCCC1
  TSHR antagonist: 3; Eya2 inh: -7%; Mito fusion act: 10%; TCR activator: 2%; a7 integrin act: 3%; Chronic BCR inh: ?; A-T KAP1 phos: 7%; TSG101-PTAP inh: -2%; ASM inhibitor: 0%; ELG1 DNA repair: -23%; Tb PFK inh: -1%
> CC(C)(C)c1ccc(C(=O)c2c[nH]c(C(=O)NCC3CCCO3)c2)cc1 (configuration not stated)
  TSHR antagonist: -10; Eya2 inh: 19%; Mito fusion act: 4%; TCR activator: 0%; a7 integrin act: -21%; Chronic BCR inh: -2%; A-T KAP1 phos: 4%; TSG101-PTAP inh: 1%; ASM inhibitor: -1%; ELG1 DNA repair: 4%; Tb PFK inh: -3%
